miR-122 sensor: blocks miR-122 activity in Huh7 sensor cells; Huh7 miR-122 Renilla luciferase sensor, 48 h; neutral wells = 0, positive control = 100; activation (reporter increase), % at 12.5 µM; hit rate 0.3% among 340,000;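 active = mean replicate activation score at least 90 and every replicate individually at or above 90; inconclusive = only one of the two criteria met; inactive = neither criterion met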;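 also: higher luciferase means less miR-122 activity so hits act as miR-122 inhibitors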
EWS-Fli block: blocks EWS/Fli oncoprotein-driven transcription; A673 NR0B1-luciferase reporter, viability-normalised; inhibition, % at 12.6 µM; hit rate 0.67% among 350,000; AID 651661;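 active = mean inhibition of at least 50% after viability correction, with every replicate also passing that limit; inconclusive = mean reaches 50% but only one of two replicates passes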;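 also: firefly luciferase signal divided by Alamar Blue viability fluorescence both relative to DMSO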
PAX8 reporter: inhibitors of PAX8 transcriptional activity in RMG-I cells; RMG-I TPO-luciferase reporter, SteadyGlo, 24 h; inhibition, % at 12.6 µM; hit rate 1.2% among 360,000; AID 652154;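 active = mean replicate inhibition at least 60% with every replicate also reaching 60%; inconclusive = only one of the two criteria is met; inactive = mean below 60% and not all replicates reaching 60%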;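 also: luciferase light reporting Pax8 driven TPO promoter activity; plate controls were median of neutral control wells for no effect and mitoxantrone controls for full effect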
F508del corr: CFTR F508del correction in bronchial cells; CFBE cells, YFP halide quenching; stimulated with forskolin plus potentiator P3; % fluorescence drop versus neutral controls; hit rate 0.36% among 350,000; activity (quench increase), % at 7.58 µM;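 active = mean added fluorescence quench of at least 8% versus neutral control, with both replicates also reaching 8%; inconclusive = only one of the mean or replicate conditions met; inactive = mean below 8% and not both replicates reaching 8%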;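 also: cells transiently co-express mutant CFTR-F508del with the halide-sensitive YFP; corrector assay measuring rescue of mutant channel to the surface after 24 h compound exposure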
FN deposit inh: fibronectin deposition inhibition | inhibition, % at 12.6 µM | AID 743247 | AH1F fibroblasts, Alexa488-fibronectin deposition fluorescence, overnight | hit rate 0.086% among 350,000;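 active = mean inhibition across replicates of 30% or more, regardless of how many single replicates reach that level; inconclusive = mean under 30% yet at least half of replicates reach 30%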;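 also: positive control wells lacked labelled fibronectin entirely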
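Assay system: AH1F fibroblasts / Quantity: 10000 cells per well / Medium: DMEM plus 2% serum, read in PBS / Reagent: labelled fibronectin 24 nM / Dosing: single dose, pinned / Times: 1 h cell attachment, overnight exposure to compound and label / Signal: fluorescence, ex 485 nm, em 525 nm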
GSIS activator: primary screen for activators of insulin secretion dependent on glucose, INS-1E cells, GLuc reporter luminescence; hit rate 0.61% among 370,000; activation, % at 16.6 µM; INS-1E GLuc reporter insulin secretion, 2-3 h; AID 743287;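 active = lowest replicate activation of at least 40%, so every replicate reaches that level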;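 also: 0% = median of neutral control wells and 100% = median of IBMX positive control wells; some compounds called inactive have numbers as strong as hits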
DENV2 CPE rescue: protects cells from dengue virus 2 cytopathic effect; CPE inhibition, % at 9.99 µM; hit rate 1.7% among 350,000; DENV2-infected cells, cytopathic effect rescue, plate reader; in the data active = CPE inhibition above about 20%, passing the limit was not always enough; inconclusive = no clear call, values can overlap the other calls; tested in BHK-21 cells;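 also: 0% = median of neutral control wells and 100% = median of positive control wells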
* = called active by the depositor; u = inconclusive; x = no result given; & = joins results of further samples; [ ] = another dose, or the depositor's remark.

The line under a structure holds: miR-122 sensor	EWS-Fli block	PAX8 reporter	F508del corr	FN deposit inh	GSIS activator	DENV2 CPE rescue
1	Cc1ccc(S(=O)(=O)Nc2ccc3c(c2)C(=O)N([C@H](C)CO)C[C@H](C)[C@H](CN(C)Cc2ccc(C(=O)O)cc2)O3)cc1
 : 2[16.7 µM]	-16	4	-1.1	x	2	11
2	CC(=O)Nc1cccc(-c2nc3ccccc3n2C(C)C(=O)NC(C)(C)C)c1 (centres undefined)
 : x	-10	-13	-2.4	-2	21	14
3	Cc1noc(C)c1NC(=O)Nc1ccc2c(c1)C(=O)N([C@H](C)CO)C[C@H](C)[C@H](CN(C)S(=O)(=O)c1ccc(Cl)cc1)OCCCC[C@@H](C)O2
 : 16[16.7 µM]	x	-24	-0.2	4	5	1
4	NC(=O)CSc1nnc(-c2ccccn2)n1Cc1ccco1
 : 7	3	2	0.4	6	20	-1
5	COc1ccc(-c2nc(SCC(=O)Nc3cccc(S(N)(=O)=O)c3)n[nH]2)cc1
 : 6	-19	x	3.8	2	-4	4
6	C[C@@H]1CN([C@H](C)CO)C(=O)CCCn2cc(nn2)CO[C@H]1CN(C)S(=O)(=O)c1cccc(C#N)c1
 : -5	4	-8	0.7	4	17&6	u
7	COc1ccccc1N1C(=O)[C@@H]2C(C(=O)CN3C(=O)c4ccccc4C3=O)=NN[C@@H]2C1=O
 : -1	0	-2	-0.4	-9	-9	1
8	NC(=O)CN1C(=O)C(=O)N(Cc2cccc(C(F)(F)F)c2)C1=O
 : -5	-2	8	0.0	-2	2	-3
9	C=CCC[C@@H](Cc1ccc(F)cc1)C(=O)OCCNC(=O)[C@@H](CC=C)CC(=O)N[C@H](CO)Cc1ccccc1
 : -4	-5	17	1.0	0	-14	44*
10	Cc1ccc(NC(=O)c2ncn[nH]2)cc1
 : -6	2	1	-0.9	11	19	x
11	C/C=C/c1ccccc1[C@@H]1[C@@H](C#N)N(c2nc(CC)cs2)[C@H]1CO
 : x	-24	x	-0.8	7	-4	4
12	CCOC(=O)c1c(C)oc2c1c1c(c3ccccc32)OCN(CCCC(=O)O)C1
 : 3	-102	-34	-2.7	3	-17	2
13	CCOC(=O)CC(=O)c1cc(OC)c(OC)c(OC)c1
 : 7	x	14	x	18	x	x
14	COc1ccc(OCCNC(=O)C(Cc2c[nH]c3ccccc23)NC(C)=O)cc1 (centres undefined)
 : x	10	22	1.5	x	-5	5
15	C[C@@H]1CN([C@H](C)CO)C(=O)c2cc(NC(=O)c3ccncc3)ccc2O[C@H]1CN(C)Cc1ccncc1
 : 15[16.7 µM]	-3	5	3.9	x	11	-5
16	Cc1ccc2c(CN3CCN(S(=O)(=O)/C=C/c4ccccc4)CC3)cc(=O)oc2c1
 : 1	x	-3	x	1	-14	x
17	N#Cc1cccc(-c2ccc(C3[C@H]4CNC[C@@H]3N4C(=O)Nc3ccc(Cl)cc3)cc2)c1 (some centres undefined)
 : x	2&-6	-20&-4	1.4&-0.2	6&-3	4&3	7&-4
18	COC(=O)c1ccccc1-n1c(CCC(=O)O)ccc1-c1ccccc1
 : x	1	12	2.3	5	2	-2
19	CCOC(=O)N1CCN(CCC(=O)Nc2ccc(Br)cc2)CC1
 : 1	x	-5	x	-2	x	x
20	O=C(NCC[C@@H]1CC[C@@H](NC(=O)C2CCCC2)[C@@H](CO)O1)c1ccc(F)cc1
 : -1[16.7 µM]	-3	-5	0.6	x	12	-10
21	CCNC(=O)Nc1ccc2c(c1)C(=O)N(C)[C@H]1CC[C@H](CC(=O)NCC3CC3)O[C@@H]1CO2
 : 0[16.7 µM]	-2	-2	-3.2	-15	7	6
22	O=S(=O)(c1ccc(Br)cc1)N1CCC(c2nc3ccccc3[nH]2)CC1
 : x	38	0	2.1	-5	7	0
23	Cc1ccccc1-n1c(=O)cc(N2CCN(C(=O)c3ccco3)CC2)[nH]c1=O
 : -2	3	-5	-1.7	-3	x	7
24	O=C(C[C@H]1CC[C@@H]2[C@H](COC[C@H](O)CN2Cc2cocn2)O1)N[C@@H]1CCN(Cc2ccccc2)C1
 : 5[16.7 µM]	-11	-8	-0.8	-7	3	-4
25	O=C(N/C(=C\c1ccccc1)C(=O)N1CCOCC1)c1cccc(Br)c1
 : 6	3	-16	-1.4	-5	0	0
26	CCCNC(=O)N1[C@H](CO)[C@@H]2c3ccccc3N(C(=O)Nc3ccccc3)C[C@@H]21
 : -10[16.7 µM]	-2	8	-4.7	4	3	x
27	CC(C)N1CCC(C)(C(=O)Nc2cccc3c2CCCC3)C1 (centres undefined)
 : 0	-1	-12	4.7	2	-20	-1
28	O=C(Nc1ccccc1)c1cc([N+](=O)[O-])ccc1NC1CCCCC1
 : 123*	0	41	-0.9	-1	15	-6
29	COc1ccc(CN(C)C[C@H]2OCc3cnnn3CCCC(=O)N([C@@H](C)CO)C[C@@H]2C)cc1
 : -5[16.7 µM]	-1	1	-1.4	9	14	-5
30	O=C1CN(/N=C/c2ccc([N+](=O)[O-])o2)C(=O)N1
 : -4	6	-3	-2.3	4	x	-11

Results in sequence from the entries so far:
Entries 11 to 17 in FN deposit inh: 7, 3, 18, x, x, 1, 6&-3

Four compounds out of the list, arranged by molecular weight, falling.
The line under a structure holds: miR-122 sensor	EWS-Fli block	PAX8 reporter	F508del corr	FN deposit inh	GSIS activator	DENV2 CPE rescue
3	Cc1noc(C)c1NC(=O)Nc1ccc2c(c1)C(=O)N([C@H](C)CO)C[C@H](C)[C@H](CN(C)S(=O)(=O)c1ccc(Cl)cc1)OCCCC[C@@H](C)O2
 : 16[16.7 µM]	x	-24	-0.2	4	5	1
9	C=CCC[C@@H](Cc1ccc(F)cc1)C(=O)OCCNC(=O)[C@@H](CC=C)CC(=O)N[C@H](CO)Cc1ccccc1
 : -4	-5	17	1.0	0	-14	44*
8	NC(=O)CN1C(=O)C(=O)N(Cc2cccc(C(F)(F)F)c2)C1=O
 : -5	-2	8	0.0	-2	2	-3
27	CC(C)N1CCC(C)(C(=O)Nc2cccc3c2CCCC3)C1 (centres undefined)
 : 0	-1	-12	4.7	2	-20	-1

(list continues)
The line under a structure holds: miR-122 sensor	EWS-Fli block	PAX8 reporter	F508del corr	FN deposit inh	GSIS activator	DENV2 CPE rescue
31	O=S(=O)(c1cccs1)N1CCCCN2[C@H](CO)[C@@H](c3ccc(Br)cc3)[C@@H]2C1
 : 7[16.7 µM]	8	-2	-4.0	x	-28	-10
32	Nc1nc(SCC(=O)Nc2cc(C(F)(F)F)ccc2N2CCOCC2)n[nH]1
 : x	-5	-15	2.1	11	-3	4
33	O=C(C1CC1)N1CCCCN2[C@@H](CO)[C@H](c3ccc(-c4cccc(F)c4)cc3)[C@@H]2C1
 : -28[16.7 µM]	-9	-7	-2.1	x	-16	10
34	O=C(C[C@H]1CC[C@H]2[C@@H](COC[C@H](O)CN2Cc2nccs2)O1)NCc1ccc(Oc2ccccc2)cc1
 : -3[16.7 µM]	x	x	-0.8	6	-18	3
35	COc1ccc(NC(=O)N(C)C[C@@H]2Oc3ccc(NC(=O)Nc4ccc5c(c4)OCO5)cc3C(=O)N([C@H](C)CO)C[C@H]2C)cc1
 : -5[16.7 µM]	-3	x	-4.5	x	5	3
36	O=C(NCc1ccccc1)C(c1ccccc1F)N(CC1CCCO1)C(=O)c1ccccn1 (centres undefined)
 : 4	7	-11	-2.5	-1	4	0
37	CCOC(=O)[C@]12CCC=C1N(Cc1ccc3c(c1)OCO3)C(=O)[C@H](CC(=O)NCCCOC)C2
 : x	-3	-5	0.1	-5	x	13
38	COc1ccc(/C=C/c2cc(=O)c3cc(Cl)ccc3o2)cc1
 : x	-4	-14	x	-7	x	10
39	CCOc1c(Cl)cc(CNCC(C)C)cc1OC
 : 9	x	x	x	-5	36	x
40	Cc1ccccc1S(=O)(=O)N[C@@H]1CC[C@@H](CCn2cc(-c3ccccc3)nn2)O[C@@H]1CO
 : x	1	10	-3.6	x	-7	7
41	CO[C@H]1CN(C)C(=O)c2cc(NC(=O)NC(C)C)ccc2OC[C@@H](C)N(Cc2ccccn2)C[C@H]1C
 : x	-1	2	-2.7	3	9	-3
42	Cc1ccccc1NC(=O)C(=O)NC(C)CCc1ccccc1 (centres undefined)
 : x	-15	0	x	x	3	-6
43	O=[N+]([O-])c1ccc(S(=O)(=O)Nc2ccc3c(c2)OCCO3)cc1
 : 9	-7	22	1.6	6	x	-5
44	Cc1ccc(-c2ccc3c(c2)O[C@H](CN(C)C(=O)NC(C)C)[C@H](C)CN([C@@H](C)CO)S3(=O)=O)cc1
 : -19[16.7 µM]	-9	-5	-0.4	x	0	-1
45	O=C(CSc1cccc[n+]1[O-])Nc1ccccc1Oc1ccccc1
 : -2	0	8	-2.5	8	-4	-3
46	COc1ccc(NC(=O)CN(C)S(=O)(=O)c2cnc[nH]2)cc1Cl
 : 5	x	11	-1.4	-5	27	12
47	CO[C@@H]1CN(C)C(=O)c2cc(NS(C)(=O)=O)ccc2OC[C@@H](C)N(CCC(F)(F)F)C[C@H]1C
 : 27[16.7 µM]	-6	x	-0.2	-2	1	-6
48	CNC(=O)C[C@@H]1CC[C@@H]2[C@H](COc3ccc(NC(=O)Nc4cccc(C)c4)cc3C(=O)N2C)O1
 : -47[16.7 µM]	-13	-9	1.5	4	6	5
49	O=C(N/N=C/c1ccccc1OC(F)F)NC1CCCCC1
 : 10	-7	-1	-1.9	-25	-4	0
50	COc1cccc(C(=O)OCC(=O)NC2CCCc3ccccc32)c1O (centres undefined)
 : x	-10	0	5.2	15	-3	9
51	C[C@@H]1CN([C@H](C)CO)C(=O)c2cc(N(C)C)ccc2O[C@@H](C)CCCCO[C@@H]1CN(C)C(=O)CCC(F)(F)F
 : -4[16.7 µM]	2	11	-0.2	x	-4	106*
52	O=C(CCc1c[nH]c2ccccc12)N[C@@H](Cc1c[nH]c2ccc(O)cc12)C(=O)O
 : -10	1	0	0.1	-5	4	4
53	Cc1ccc(C)c(OCCn2cc(C(=O)O)c3ccccc32)c1
 : -4	4	1	-0.9	-1	-20	x
54	COc1cccc(NC(=S)N(Cc2ccc(C(=O)O)cc2)Cc2ccc(OC)c(OC)c2)c1
 : -2	-1	8	-0.6	4	6	-5
55	CCc1cccc(OCCCCN(CC)CC)c1
 : 8	x	4	x	4	x	x
56	O=C(Nc1ccc2c(c1)[C@@H]1C[C@@H](CC(=O)N3CCCCC3)O[C@@H](CO)[C@@H]1O2)c1cccnc1
 : 8[16.7 µM]	-1	4	0.2	-1	-1	-4
57	C[C@@H]1CN([C@H](C)CO)C(=O)Cc2cc(NC(=O)Nc3ccc(C(F)(F)F)cc3)ccc2O[C@H]1CN(C)Cc1ccc(Oc2ccccc2)cc1
 : 0[16.7 µM]	-9	-11	2.6	x	12	3
58	Cc1csc(NC(=O)CSc2ccc3nnc(CCNS(=O)(=O)c4ccccc4)n3n2)n1
 : x	x	13	x	11	-7	x

Screening data as filed in PubChem BioAssay.
